From PubChem BioAssay
EPAC2 antag: EPAC2 (human) antagonism. Q8WZA2. EPAC2 GEF exchange of Rap1B-BODIPY-GDP, fluorescence. Potency, µM (highest dose often 114 µM), inactives show at the highest dose activity, negative = inhibition, most hits filed as inhibitors. 0.18% of 360,000 active. AID 720708; further: potency means the concentration at half of the fitted maximal effect; on the % scale 0 is the no-effect control and ±100 the full control effect; nearly all actives have a fitted effect of over 45% in size; many of its hits are not listed in these tables
Target sequence (Q8WZA2 whole entry, looked up): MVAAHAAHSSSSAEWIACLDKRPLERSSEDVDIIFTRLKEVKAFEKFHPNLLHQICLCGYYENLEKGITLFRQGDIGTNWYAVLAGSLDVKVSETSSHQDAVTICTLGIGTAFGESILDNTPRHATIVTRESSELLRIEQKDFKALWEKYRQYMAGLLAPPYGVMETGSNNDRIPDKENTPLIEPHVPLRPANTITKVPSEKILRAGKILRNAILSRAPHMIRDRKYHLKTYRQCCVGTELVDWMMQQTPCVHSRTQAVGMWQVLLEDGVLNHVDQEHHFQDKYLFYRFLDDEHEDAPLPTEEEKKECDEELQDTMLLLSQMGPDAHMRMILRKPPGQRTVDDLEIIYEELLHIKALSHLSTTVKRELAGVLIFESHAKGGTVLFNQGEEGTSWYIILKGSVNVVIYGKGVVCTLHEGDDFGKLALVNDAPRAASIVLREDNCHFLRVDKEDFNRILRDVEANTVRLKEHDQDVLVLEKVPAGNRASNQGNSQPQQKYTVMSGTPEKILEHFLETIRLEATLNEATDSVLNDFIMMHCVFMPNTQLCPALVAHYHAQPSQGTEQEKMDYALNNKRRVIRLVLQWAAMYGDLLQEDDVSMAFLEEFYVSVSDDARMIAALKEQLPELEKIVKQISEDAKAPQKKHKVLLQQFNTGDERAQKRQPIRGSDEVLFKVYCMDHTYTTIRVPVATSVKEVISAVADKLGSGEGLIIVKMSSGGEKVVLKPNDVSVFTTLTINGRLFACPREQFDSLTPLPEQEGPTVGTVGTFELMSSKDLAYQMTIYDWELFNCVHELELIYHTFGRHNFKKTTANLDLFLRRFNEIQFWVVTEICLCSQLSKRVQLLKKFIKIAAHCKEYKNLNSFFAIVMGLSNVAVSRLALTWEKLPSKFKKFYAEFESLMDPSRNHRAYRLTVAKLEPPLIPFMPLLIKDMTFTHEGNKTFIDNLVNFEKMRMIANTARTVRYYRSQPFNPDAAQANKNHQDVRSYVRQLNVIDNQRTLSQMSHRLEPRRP
EPAC2 agonist: agonists of human EPAC2 (RAPGEF4); AID 720711; 0.079% of 360,000 active; Q8WZA2; EPAC2 activation, biochemical qHTS; response scale: 100% = 6.5 mM cAMP response; Potency, µM (doses to about 154 µM), for inactives: at the highest dose activation, usual class: activators; further: potency means the concentration at half of the fitted maximal effect; nearly all actives have a fitted effect of over 50% in size
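Compounds were added across a concentration range to EPAC2 (100 nM), RAP1B-BODIPY-GDP (250 nM) and GDP (50 uM). After 5 min at room temperature, fluorescence was recorded at 5-min intervals for 30 min.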
Abeta rescue: compounds reversing amyloid beta toxicity in yeast. yeast expressing A-beta42, growth rescue, OD600, 48 h; response scale: 0% DMSO, 100% iron-clioquinol control. Potency, µM (doses to about 46.1 µM), for inactives: at the highest dose growth rescue, actives largely listed as activators. 0.063% of 410,000 active. AID 1347071; further: potency means the concentration at half of the fitted maximal effect; nearly all actives have a fitted effect of over 55% in size
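Yeast growth medium received pinned compounds, then yeast cells expressing toxic A-beta were added; plates incubated at 30 C for 48 hr. Growth read as absorbance at 600 nm, normalized to DMSO and equimolar FeCl3 plus clioquinol controls.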
D3 antag: D3 dopamine receptor (human) antagonism. AID 652054. 2.5% of 360,000 active. D3R cells, DiscoveRx beta-arrestin luminescence, antagonist mode; stronger effect = lower value. max response, negative = inhibition, %; in the data active means max response below about -50%; inconclusive means no clear call, values can overlap the other calls; further: on the % scale 0 is the no-effect control and ±100 the full control effect; mostly tested at two doses, the higher about 12 µM
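Cells plated overnight at 1500 cells/well, then exposed to library compounds with dopamine controls for 90 minutes at 37 degrees C. DiscoveRx reagent added for 30–60 minutes at room temperature; luminescence read, quantitative HTS format.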
FUS suppressor: rescues growth of FUS-expressing yeast; S. cerevisiae FUS-expressing, growth rescue, OD600, 24 h; Potency, µM (series often up to 76.6 µM), without a hit: at the top dose growth rescue (activation), hits mostly activators; 0.24% of 390,000 active; AID 1347120;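 further: potency means the concentration at half of the fitted maximal effect; plate controls were DMSO vehicle for no effect and reference control for full effect; nearly all actives have a fitted effect of over 55% in size; some results filed as inactive show a strong effect at the top dose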
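Toxicity suppression screen in FUS-yeast. Cells induced with 2% galactose, starting OD 0.005, treated 24hr at 30C with compounds at multiple final concentrations; growth by OD600.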
aSyn yeast inh: inhibitors of alpha-synuclein toxicity in yeast; Potency, µM (doses to about 46.1 µM), for inactives: top-dose growth rescue (activation), actives largely listed as activators; 0.14% of 370,000 active; Yeast expressing alpha-synuclein, growth rescue, BacTiter-Glo, 24 h; AID 652106; further: potency means the concentration at half of the fitted maximal effect; % of control where 0% means no effect; nearly all actives have a fitted effect of over 65% in size
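Galactose-induced alpha-syn yeast (OD600=0.02, raffinose-pregrown) + pinned cpd, 24 hr, 30 deg C; growth by BacTiter-Glo luminescence. Growth restoration scores as activation.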
TDP43 rescue: TDP-43 toxicity inhibition in yeast; TDP-43 expressing yeast growth rescue, BacTiter-Glo, 24 h; Potency, µM (titrated, usually from 46.1 µM), inactives show at the highest dose growth rescue (activation), actives largely listed as activators; 1.8% of 410,000 active; further: potency means the concentration at half of the fitted maximal effect; % of control where 0% means no effect; nearly all actives have a fitted effect of over 50% in size
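In this qHTS, compounds that restore growth of yeast expressing TDP-43 appear as activators. Cells (OD600=0.02, galactose medium, raffinose-pregrown) are incubated with compound 24 hr at 30 deg C and growth is quantified by BacTiter-Glo.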
DRD3 agonist: agonists of human D3 dopamine receptor; 0.58% of 410,000 active; P35462; max activation, %; D3R DiscoveRx beta-arrestin cells, luminescence, 90 min; in the data active means max activation above about 30%; further: 0% is about no effect; mostly tested at two doses, the higher about 12 µM
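Cells at 1500/well, incubated overnight, then treated with pinned compounds (dopamine as control) for 90 min at 37 degrees C. DiscoveRx reagent added for 30 - 60 minutes at room temperature; luminescence read.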
Starred values were filed as active, the others as inactive; ? = inconclusive; . = no result given; [ ] = remark or other dose. Unless noted, the call rests on the fitted dose curve; in most records, active means well fitted curve in the direction sought with a large enough effect; inconclusive means small, poorly fitted or top-dose-only effect, or another doubt; inactive means no such curve, though single readings can be large; an effect the other way counts as inactive or inconclusive. Not all compounds are listed; count on the stated rates, not on these rows.

The opening 4 records, ahead of the listing:
SMILES	EPAC2 antag	EPAC2 agonist	Abeta rescue	D3 antag	FUS suppressor	aSyn yeast inh	TDP43 rescue	DRD3 agonist
Cc1cccc(-c2cc3nc4c(c(N5CCCC(O)C5)n3n2)CCC4)c1 (stereo unspecified)	-1%	8%	-86%[inhibitor]	-20	?	-11%	?	-7
COc1c(Cl)cnn(-c2ccc(C)cc2)c1=O	18%	5%	-21%	3	.	-8%	20%	-3
CSc1cccc(NC(=O)COC(=O)C2(c3ccccc3)CC2)c1	-11%	9%	-2%	-9	.	6%	?	-1
COc1ccc(S(=O)(=O)N(C)CC(=O)Nc2ccc(C(N)=O)cc2)cc1OC	7%	1%	2%	2	-8%	-8%	4%	-3

Main list, repeating the preview:
SMILES	EPAC2 antag	EPAC2 agonist	Abeta rescue	D3 antag	FUS suppressor	aSyn yeast inh	TDP43 rescue	DRD3 agonist
Cc1cccc(-c2cc3nc4c(c(N5CCCC(O)C5)n3n2)CCC4)c1 (stereo unspecified)	-1%	8%	-86%[inhibitor]	-20	?	-11%	?	-7
COc1c(Cl)cnn(-c2ccc(C)cc2)c1=O	18%	5%	-21%	3	.	-8%	20%	-3
CSc1cccc(NC(=O)COC(=O)C2(c3ccccc3)CC2)c1	-11%	9%	-2%	-9	.	6%	?	-1
COc1ccc(S(=O)(=O)N(C)CC(=O)Nc2ccc(C(N)=O)cc2)cc1OC	7%	1%	2%	2	-8%	-8%	4%	-3
Cc1ccc(Cl)cc1N1CCN(C(=O)CCn2c(=O)c3cccn3c3cccnc32)CC1	.	.	-5%	.	-21%	.	?	2
CCc1ccc(C(=O)c2cn(CC(=O)Nc3ccc(C)c(C)c3)c3ccccc3c2=O)cc1	.	.	-9%	.	?	.	-7%	10
CC(C)COP(=O)(c1ccc(N(C)C)cc1)C(O)c1ccc(Br)cc1 (stereo unspecified)	-27%	-12%	?	-9	?	16%	17%	1
Cc1cc(=O)[nH]c(SCC(=O)Nc2nc3c(s2)CCCC3)n1	9%	-2%	13%	50	-3%	0%	21%	9
O=C(NCCc1ccccc1F)C1CCCN(c2nc3ccccc3s2)C1 (stereo unspecified)	3%	3%	13%	0	-4%	7%	20%	-6
CCNC(=S)N1CCC(NC(=O)c2ccco2)CC1	2%	6%	0%	18	-11%	-2%	23%	8
O=C(Cn1ncc2c(=O)oc3ccccc3c21)NCCc1ccsc1	-1%	-4%	8%	-2	-20%	2%	11%	0
Cc1ccccc1S(=O)(=O)Cc1ccc(C(=O)N2CCN(c3ccc(F)cc3)CC2)o1	-3%	5%	19%	24	20%	7%	?	3
COCCn1c(=NC(=O)c2cccs2)sc2cc(NC(C)=O)ccc21	-6%	-10%	0%	-2	.	0%	?	-7
C[C@H](O)[C@@H]1C(=O)N2CCc3c([nH]c4ccccc34)[C@@H]2C[C@@H]1N(C)C(=O)Nc1ccccc1	-11%	5%	-3%	-5	25%	2%	20%	1
CCOC(=O)Cn1c2ccccc2n2nc(CCC(=O)O)c(=O)nc12	14%	-3%	-10%	18	12%	-1%	-16%	5
Cc1cc(C)cc(NC(=S)N2CCN(C(=O)c3ccco3)CC2)c1	-2%	-6%	17%	-5	25%	-7%	3%	1
COc1cc(OC)cc(C(=O)N2CCN(S(C)(=O)=O)CC2)c1	8%	0%	-6%	-5	28%	-7%	-21%	0
C=CCNC(=S)NNC(=O)c1ccc([N+](=O)[O-])cc1	9%	8%	0%	?	3%	0%	7%	-13
O=C(Nc1ccc(N2CCCCC2)c(C(=O)O)c1)c1ccco1	7%	3%	-13%	?	25%	-1%	-7%	-7
COc1ccc(CC(=O)OCC(=O)Nc2cc(S(=O)(=O)N3CCOCC3)ccc2N2CCCC2)cc1	3%	14%	-16%	-8	35%	-4%	-8%	-4
Cc1ccc(-c2noc(CCCC(=O)Nc3cccnc3)n2)cc1	4%	-4%	11%	3	22%	6%	25%	1
O=C(O)CC1Sc2nc3ccccc3n2C1=O (stereo unspecified)	?	2%	14%	-18	-6%	5%	11%	-3
CCC1CCCCN1S(=O)(=O)c1ccc(NC(=O)CSc2ncccc2C(=O)O)cc1 (stereo unspecified)	0%	4%	-6%	-17	12%	9%	-9%	-7
Cc1cc(C)n(CCN(C)Cc2nc(Cc3ccccc3F)no2)n1	6%	7%	-1%	7	0%	-2%	4%	3
COc1ccc(-c2ccc(CN3C(C(C)C)C(=O)N(Cc4cn(Cc5ccco5)nn4)CCS3(=O)=O)cc2)cc1OC (stereo unspecified)	4%	?	-27%	10	?	5%	2%	2

Further structures follow:
SMILES	EPAC2 antag	EPAC2 agonist	Abeta rescue	D3 antag	FUS suppressor	aSyn yeast inh	TDP43 rescue	DRD3 agonist
CCc1cccc(NC(=O)CSc2nncn3c2cc2sccc23)c1	.	.	-33%	.	-6%	.	12%	-1
O=[N+]([O-])c1cccc(/C=N/Nc2nc(N3CCCCC3)nc(N3CCCCC3)n2)c1	1%	-7%	?	-11	22%	-3%	-17%[1.82 µM]	-12
COc1ccc(CNC(=O)C(CC(C)C)NS(=O)(=O)c2ccc3c(c2)CCN3C(C)=O)cc1 (stereo unspecified)	.	.	3%	.	-2%	.	0%	2
CCCCS(=O)(=O)C1CCS(=O)(=O)C1 (stereo unspecified)	0%	8%	-3%	-20	-23%	4%	15%	-3
O=C(C1CC1)N1CCN=C1SCc1cccc(C(F)(F)F)c1	0%	-7%	13%	-28	-11%	-1%	13%	3
CCc1nn2c(=O)cc(COC(=O)c3ccc(NC(=O)CCc4ccccc4)cc3)nc2s1	.	.	6%	.	-10%	.	21%	9
COc1ccc(Nc2nnc(Cc3ccncc3)c3ccccc23)c(OC)c1	1%	2%	-21%	-1	8%	-9%	-6%	4
Cc1cccc(NC(=O)Cn2nnc(C(=O)Nc3ccccc3Br)c2N)c1C	.	.	-12%	.	-7%	.	25%	-8
Cc1cc(Cl)ccc1OCC(=O)N(Cc1ccco1)C1CCS(=O)(=O)C1 (stereo unspecified)	-7%	9%	3%	3	29%	2%	14%	1
COc1ccc(S(=O)(=O)N2CCCCC2)cc1NC(=O)Cc1sc(C)nc1-c1ccc(F)cc1	-2%	8%	-8%	15	26%	0%	6%	-8
CN(Cc1cccs1)C(=O)CSc1nnnn1C	5%	-1%	12%	0	-14%	-10%	4%	2
Cn1c(=O)c2c(nc3n2CCS3)n(C)c1=O	20%	13%	1%	-16	-36%	-1%	-4%	1
Cc1ccc(/C=C/C(=O)OCC(=O)Nc2ccc3[nH]c(=O)[nH]c3c2)o1	1%	0%	-3%	21	4%	3%	-6%	5
C/C(=N\OC(=O)c1ccc(Cl)cc1)c1nccs1	1%	5%	-1%	39	6%	.	-7%	-2
NS(=O)(=O)c1ccc(CCNc2nn3c(-c4ccc(F)c(Cl)c4)cnc3s2)cc1	-4%	11%	16%	78	-5%	-12%	14%	6
COc1ccccc1NC(=O)COC(=O)C12CC3CC(CC(Br)(C3)C1)C2	0%	3%	30%	2	22%	6%	?	8
CCCCc1nn2c(=O)cc(COC(=O)c3ccccc3NC(=O)c3cccs3)nc2s1	.	.	-19%	.	-17%	.	-12%	-11
O=C(CS(=O)c1cccc(C(F)(F)F)c1)Nc1ccc(Cl)cc1Cl (stereo unspecified)	3%	-16%	9%	5	10%	13%	?	-4
O=C(O)c1cccnc1SCc1ccc([N+](=O)[O-])cc1	0%	0%	7%	2	1%	14%	13%	1
Cc1nn(CC(=O)NC(=O)c2ccccc2)c(C)c1[N+](=O)[O-]	14%	3%	-2%	-6	25%	-2%[1.84 µM]	-4%	11
Cc1sc2nc(CSc3nnc(Cc4cccs4)n3C3CCCCC3)[nH]c(=O)c2c1C	6%	-14%	6%	5	12%	-7%	-11%	1
Cc1ccc(NC(=O)C2CCCO2)c(Br)c1 (stereo unspecified)	5%	10%	2%	-9	8%	0%	0%	-7
O=C(/C=C/c1ccc2c(c1)OCO2)c1ccco1	-2%	4%	-51%[inhibitor]	-15	.	10%	16µM*	1
COc1ccc(Oc2nc3c(c(=O)n(C)c(=O)n3C)n2Cc2ccccc2)cc1	-3%	-14%	0%	11	-8%	2%	-11%	-2
Cc1ccccc1NC(=O)Cn1c(=O)n(CC2CCC(C(=O)NCCc3ccccc3)CC2)c(=O)c2ccccc21 (stereo unspecified)	.	.	-3%	.	12%	.	22%	-1

Going on with the list.
SMILES	EPAC2 antag	EPAC2 agonist	Abeta rescue	D3 antag	FUS suppressor	aSyn yeast inh	TDP43 rescue	DRD3 agonist
CNC[C@@H]1OCc2ccccc2-c2ccccc2C(=O)N([C@H](C)CO)C[C@@H]1C	-6%	8%	6%	-11	-1%	0%	12%	2
CC12CCC(C(=O)Nc3nccs3)(OC1=O)C2(C)C (stereo unspecified)	20%	4%	1%	4	5%	.	23%	5
COC(=O)C1=C(C)OC(N)=C(C#N)C1c1ccccc1F (stereo unspecified)	8%	6%	-1%	15	4%	7%	6%	15
Cc1ccc(Cl)cc1Nc1nn2c(=O)c3ccc(C(=O)NC(C)c4ccccc4)cc3nc2s1 (stereo unspecified)	.	.	-1%	.	-16%	.	26%	1
COc1ccc(Nc2nc(C)cc(=O)[nH]2)cc1	-6%	3%	-1%	-20	-1%	-4%	-5%	-4
O=C(c1cccc(Cl)c1)C1CCCN(S(=O)(=O)c2ccccc2)C1 (stereo unspecified)	-11%	11%	-15%	21	17%	10%	?	4
Cc1ccc(CN(C(=O)N2CCN(C)CC2)S(=O)(=O)c2ccc(C)cc2)cc1	-6%	-7%	11%	9	-4%	-1%	20%	4
O=C(c1ccccc1)n1nnc2ccccc21	5%	16%	17%	-9	-5%	5%	9%	-6
CCCn1c(N)c(C(c2ccc(OC)cc2)N2CCN(c3ccccc3)CC2)c(=O)[nH]c1=O (stereo unspecified)	-3%	-1%	10%	11	-2%	2%	0%	-17
COc1ccc(S(=O)(=O)N2CCCCCC2)cc1C(=O)N(C)Cc1c(F)cccc1Cl	-18%	16%	12%	13	?	-1%	18%	1
COC(=O)c1sccc1S(=O)(=O)Nc1ccc(C)cc1	-2%	13%	-21%	-21	9%	0%	-9%	-4
CCOc1ccc2nc(SCC(=O)NC3CCCCC3)[nH]c2c1	1%	3%	8%	18	?	3%	-8%	3
CS(=O)(=O)N1CCN=C1SCc1ccc(Br)cc1	0%	7%	7%	4	-19%	0%	?	3
CCCCNC(=O)C(NC(=O)c1cnccn1)C(=O)c1ccccc1 (stereo unspecified)	1%	3%	-7%	1	17%	3%	11%	1
CCOC(=O)c1cc(OC)c2cccc(CN3CCCC(C)(C(=O)NCCOC)C3)c2c1 (stereo unspecified)	-24%	-5%	-11%	-3	3%	0%	-9%	-1
